# MrgX1 ag – activates human MrgX1 receptor signaling | MrgX1-HEK293 cells, Fluo-4 calcium fluorescence, agonist mode; active compounds read high | B-score at 10 µM | hit rate 0.44% among 310,000;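 active means calcium response B-score plate-corrected fluorescence ratio at least 3 library SD, with starting fluorescence B-score inside 5 SD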
#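 Material: HEK293 cells stably expressing human MrgX1 receptor | Quantity: 15,000 cells per well | Times: Cells plated overnight, dye loaded 0.5 h 37 °C, 0.5 h room temperature | Measured by: Kinetic Fluo-4 NW fluorescence of intracellular calcium | Control set: Positive and negative controls per plate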
# RGS4 pot – potentiators or activators of RGS4; B-score at 10 µM; hit rate 0.92% among 310,000; AID 463111; HEK293 M3R/inducible RGS4, carbachol calcium flux Fluo4; active compounds read low;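 active means B-score of the integrated calcium signal more than 4 SD below the library mean, with starting fluorescence not abnormally high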;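 further: negative B-score means reduced calcium response which marks RGS4 activation or potentiation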
#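 test system = M3R-expressing HEK293 line, RGS4 induced by doxycycline | probe or stimulus = carbachol at ECmax as muscarinic agonist stimulus | timing = dye loading 30 min 37 °C, buffer rest 30 min RT | signal = calcium dye Fluo4 fluorescence | evaluation = B score from integrated fluorescence ratio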
# SKKanGAS inh – inhibitors of SKKanGAS S. pyogenes growth in kanamycin (SK-promoter or general growth effect); inhibition, % at 7.5 µM; hit rate 1.3% among 300,000; BacTiter-Glo, 6 h; AID 1662;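 active means mean replicate score, as percent of positive control median, at least 50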;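 further: strain carries kanamycin resistance gene driven by streptokinase promoter and grows in 40 µg/ml kanamycin; loss of luminescence reflects streptokinase promoter inhibition or plain growth inhibition; 0% = median of DMSO wells and 100% = positive control at its reference dose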
# TRPC6 inh – inhibitors of mouse TRPC6 channel | B-score at 10 µM | hit rate 1.1% among 310,000 | HEK293-TRPC6, membrane potential dye, ACh-evoked depolarization; active compounds read low | Q61143;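 active means B-score under library mean minus 3 SD, initial fluorescence not abnormally high, positive integrated signal ratio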;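 further: B-score derived from integrated fluorescence ratio over the kinetic read; more negative B-score means stronger inhibition of depolarization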
# TRPC6 activator – activates the mouse TRPC6 cation channel. Q61143. HEK293-TRPC6 membrane potential dye fluorescence; active compounds read high. B-score at 10 µM. hit rate 0.13% among 310,000. AID 2550;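 active means B-score of the integrated fluorescence ratio above library mean plus 3 SD, and starting fluorescence ratio within library mean plus 5 SD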;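 further: higher score means more depolarization so channel activation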
# MrgX1 PAM – human MrgX1 positive allosteric modulation, primary screen. B-score at 10 µM. Q96LB2. hit rate 0.63% among 310,000. MrgX1-HEK293, Fluo-4 calcium flux, FDSS; active compounds read high;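 active means plate-corrected calcium response at least 3 library SD above typical, normal starting fluorescence, not activating the receptor alone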;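 further: compound read alongside a low EC10 to EC30 dose of BAM8-22 agonist; peak minus trough fluorescence over baseline measured at the second addition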
# HIF act – HIF pathway transcriptional activation; AID 1910; hit rate 0.32% among 300,000; activation, % at 7.5 µM (by protocol); U2OS HRE-luciferase reporter, luminescence; normalized: DMSO 0%, desferrioxamine 100%;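 active means mean activation of at least 10% of the iron chelator positive control signal, with at least half of replicates also reaching 10%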
# Platelet DG rel – modulates dense granule release in human platelets. human platelet-rich plasma, SFLLRN dense granule ATP release, luminescence. inhibition, %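 (compounds screened at 7.5 µM in platelet-rich plasma)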. hit rate 0.22% among 300,000;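 active means mean replicate score, as percent of positive control, at or above 50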
# MrgX1 antag – antagonists of human MrgX1 receptor; Q96LB2; B-score at 10 µM; MRGX1-HEK293 calcium flux, Fluo-4, BAM8-22 antagonism; active compounds read low; hit rate 1.3% among 310,000; AID 588676;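 active means calcium-response B-score plate-corrected more than 3 library SD below zero, starting fluorescence within 5 deviations, no agonist response on first addition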;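 further: peak minus trough fluorescence over baseline after final BAM8-22 challenge near maximal dose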
# TRPC4 inh – inhibitors of mouse TRPC4 channel; B-score at 10 µM; hit rate 0.39% among 300,000; HEK293 TRPC4beta/mu-opioid, DAMGO-evoked Fluo4 calcium flux; active compounds read low;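 active means B-score over 3 SD under the library average, no early fluorescence shift, positive overall ratio signal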
# Target sequence (Q9QUQ5 whole entry, looked up): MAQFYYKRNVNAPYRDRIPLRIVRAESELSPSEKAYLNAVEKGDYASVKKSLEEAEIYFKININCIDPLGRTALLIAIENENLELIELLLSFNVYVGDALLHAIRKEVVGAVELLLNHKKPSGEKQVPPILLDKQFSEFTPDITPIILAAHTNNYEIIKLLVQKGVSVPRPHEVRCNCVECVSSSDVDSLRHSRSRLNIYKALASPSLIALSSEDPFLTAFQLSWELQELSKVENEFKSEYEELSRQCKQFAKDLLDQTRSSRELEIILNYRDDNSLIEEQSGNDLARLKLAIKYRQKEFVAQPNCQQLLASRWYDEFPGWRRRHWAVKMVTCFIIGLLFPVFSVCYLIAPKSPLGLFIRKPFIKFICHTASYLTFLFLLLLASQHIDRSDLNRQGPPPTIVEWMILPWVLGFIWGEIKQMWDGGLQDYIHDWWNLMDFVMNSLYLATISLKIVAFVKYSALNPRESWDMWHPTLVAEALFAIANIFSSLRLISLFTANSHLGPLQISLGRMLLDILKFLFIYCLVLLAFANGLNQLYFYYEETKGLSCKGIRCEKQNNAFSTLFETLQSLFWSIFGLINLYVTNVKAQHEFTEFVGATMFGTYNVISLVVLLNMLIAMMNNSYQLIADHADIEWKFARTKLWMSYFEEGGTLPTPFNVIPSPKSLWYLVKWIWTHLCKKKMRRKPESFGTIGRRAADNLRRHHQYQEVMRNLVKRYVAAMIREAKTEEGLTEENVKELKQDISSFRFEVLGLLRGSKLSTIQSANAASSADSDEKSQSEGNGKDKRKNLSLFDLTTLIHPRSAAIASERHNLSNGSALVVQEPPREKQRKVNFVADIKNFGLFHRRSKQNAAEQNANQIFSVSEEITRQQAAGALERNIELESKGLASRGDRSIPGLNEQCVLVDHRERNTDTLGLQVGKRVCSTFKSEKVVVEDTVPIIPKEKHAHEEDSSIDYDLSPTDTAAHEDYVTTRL
#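 material = TRPC4beta/mu-opioid receptor HEK293 cell line | probe or stimulus = sequential submaximal and maximal DAMGO stimulation | compound dosing = one concentration per compound | measured by = Fluo4 Ca2+ flux fluorescence | evaluation = integrated fluorescence ratio relative to baseline, converted to per-well B score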
# RGS4 block – human RGS4 inhibition; P49798; HEK293 M3R/RGS4 inducible, Fluo-4 calcium flux; active compounds read high; triggered by carbachol at its EC20; B-score at 10 µM; hit rate 0.45% among 310,000; AID 463165;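 active means B-score, a plate-corrected calcium signal, over three deviations above library mean, with baseline fluorescence within five deviations of library mean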;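 further: RGS4 expression induced by doxycycline in cells with stable M3 receptor; B-score is computed from the integrated fluorescence ratio over baseline after carbachol; higher B-score means a larger calcium signal and so more RGS4 inhibition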
# * marks the source's active call; other numbers are inactive results; i = inactive; · = not tested or not shown. Not a hit list; 6.1% or so of the library scored in one or more.
SMILES,MrgX1 ag,RGS4 pot,SKKanGAS inh,TRPC6 inh,TRPC6 activator,MrgX1 PAM,HIF act,Platelet DG rel,MrgX1 antag,TRPC4 inh,RGS4 block
CCCN(CCC)S(=O)(=O)c1ccc(C(=O)Nc2cc3oc4ccccc4c3cc2OC)cc1,i,i,2.6,i,i,i,-0.2,-1.3,i,i,i
Cc1cc(C)nc(N/N=C/c2ccc(Cl)cc2)n1,i,i,-1.6,i,i,i,0.5,0.3,i,i,i
O=C(/C=C/c1cc(Br)ccc1F)Nc1cccnc1,i,i,-4.4,i,i,i,1.9,-7.2,i,i,i
Cc1cccc(C2NC(=O)c3c(sc(C)c3C)N2)c1O (configuration not stated),i,i,1.5,i,i,i,0.0,-0.3,i,i,i
CCn1cc(C(=O)N[C@@H](CC(C)C)C(=O)NCCCn2ccnc2)c(=O)c2cc3c(cc21)OCO3,i,i,1.9,i,i,i,-0.4,9.9,i,i,i
O=c1c(Cc2ccc(F)cc2)c(O)ccn1Cc1cccc(Cl)c1,i,i,11.6,i,i,i,-0.4,2.7,i,i,i
O=C(NN=C1C2CC3CC(C2)CC1C3)c1cc(Cl)ccc1O,i,i,28.9,i,i,i,0.5,2.1,i,i,i
Nc1nc(NCC2CCCO2)nc(Nc2ccccc2F)c1[N+](=O)[O-] (configuration not stated),i,i,0.2,i,i,i,-0.6,21.8,i,i,i
COc1ccccc1N1CCN(C(=O)c2cn(C)c3ccc(S(=O)(=O)N4CCOCC4)cc3c2=O)CC1,i,i,-2.3,i,i,i,0.2,-6.6,i,i,i
Cc1ccc(OCCCCN2CCCCC2)cc1,i,i,-4.7,i,i,i,-1.2,7.6,i,i,i
O=C(Cn1c(CN2CCCCC2)nc2ccccc2c1=O)NCc1ccco1,i,i,0.0,i,i,i,-0.2,4.9,i,i,i
CC(=O)NC(Cc1c[nH]c2ccccc12)C(=O)OCC(=O)Nc1ccc2c(c1)OCO2 (configuration not stated),i,·,-0.3,·,·,i,-0.1,4.0,i,·,·
O=C(Nc1nncs1)C1(c2ccccc2)CCCC1,i,i,-3.1,i,i,i,0.8,0.3,i,i,i
CCOc1ccc(C(=O)OCC(=O)c2c(N)n(C)c(=O)n(C)c2=O)cc1OCC,i,i,-1.1,i,i,i,1.1,7.0,i,i,i
CCSc1ccccc1C(=O)N1CCCC1,i,i,-10.9,i,i,i,-0.6,-11.6,i,i,i
CN(C(=O)Cn1nc(Cl)ccc1=O)C1CCCN(Cc2ccccc2F)C1 (configuration not stated),i,i,-7.2,i,i,i,-0.4,6.7,i,i,i
COc1ccc(NC(=O)CN(C)S(=O)(=O)c2ccc(Cl)cc2)c([N+](=O)[O-])c1,i,i,-0.8,i,i,i,-0.4,4.0,i,i,i
CCOc1cccc2sc(N(CCN(C)C)C(=O)c3ccc(Br)s3)nc12,i,i,-7.0,i,i,i,0.7,0.6,i,i,i
CCCNC(=O)CN(c1ccc(F)c(Cl)c1)S(C)(=O)=O,i,i,2.2,i,i,i,-0.4,16.9,i,i,i
O=C(NNS(=O)(=O)c1ccccc1[N+](=O)[O-])c1cc2ccccc2cc1O,i,i,-1.0,i,i,i,-0.2,8.0,i,i,i
Cc1cccc(N(Cc2cc3ccccc3[nH]c2=O)S(C)(=O)=O)c1,i,i,7.3,i,i,i,0.4,1.8,i,i,i
O=c1c2ccccc2nc2ccc(NCc3ccco3)nn12,i,i,6.9,i,i,i,1.9,-2.2,i,i,i
Cc1ncsc1CCSc1n[nH]c(=O)n1-c1ccccc1,i,i,-10.6,i,i,i,-0.3,-17.4,i,i,i

# 6 entries from above, sorted by number of heavy atoms, rising.
SMILES,MrgX1 ag,RGS4 pot,SKKanGAS inh,TRPC6 inh,TRPC6 activator,MrgX1 PAM,HIF act,Platelet DG rel,MrgX1 antag,TRPC4 inh,RGS4 block
O=C(NN=C1C2CC3CC(C2)CC1C3)c1cc(Cl)ccc1O,i,i,28.9,i,i,i,0.5,2.1,i,i,i
Cc1cccc(N(Cc2cc3ccccc3[nH]c2=O)S(C)(=O)=O)c1,i,i,7.3,i,i,i,0.4,1.8,i,i,i
Nc1nc(NCC2CCCO2)nc(Nc2ccccc2F)c1[N+](=O)[O-] (configuration not stated),i,i,0.2,i,i,i,-0.6,21.8,i,i,i
CCOc1cccc2sc(N(CCN(C)C)C(=O)c3ccc(Br)s3)nc12,i,i,-7.0,i,i,i,0.7,0.6,i,i,i
COc1ccc(NC(=O)CN(C)S(=O)(=O)c2ccc(Cl)cc2)c([N+](=O)[O-])c1,i,i,-0.8,i,i,i,-0.4,4.0,i,i,i
CCn1cc(C(=O)N[C@@H](CC(C)C)C(=O)NCCCn2ccnc2)c(=O)c2cc3c(cc21)OCO3,i,i,1.9,i,i,i,-0.4,9.9,i,i,i
